High-throughput results from PubChem BioAssay.
human PMI inhibition: inhibitors of human PMI, primary screen, biochemical, fluorescence intensity, coupled assay (AID 1209); purified PMI enzyme, coupled fluorescence intensity; higher % means a stronger effect; inhibition, % at 20 µM, or IC50 in µM where a hit was titrated; 190,000 compounds, 0.42% hits;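 note: plate controls were DMSO vehicle for no effect and wells lacking substrate for full effect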
WT yeast gro inh: growth inhibition of WT yeast, mitochondrial fusion screen; inhibition, % at 10 µM; 190,000 compounds, 2.1% hits; mitochondrial fusion phenotypic screen, WT strain; in the data active = inhibition above about 58%; tested in S. cerevisiae
Yfh1-depleted yeast: enhancers of respiration in Yfh1-depleted yeast, dose response, Friedreich's ataxia, plus single-dose screen (AID 1465); S. cerevisiae Yfh1-off respiration, WST-1 reduction, 72 h; higher fold induction means a stronger effect; 220,000 compounds, 0.074% hits; fold induction at 50 µM; hits with a dose series show EC50 in µM;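 active = fold induction of absorbance versus untreated yeast above a set limit, then at least 30% activation at any dose in follow-up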;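 note: activators that raise dye reduction in frataxin-depleted yeast; strong numbers were not always called active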
b-catenin transl: beta-catenin nuclear translocation modulation; nuclear translocation activity, % at 5 µM; AID 1665; HeLa beta-catenin nuclear translocation, immunofluorescence imaging; 190,000 compounds, 0.3% hits;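 active = nuclear translocation activity above 50% at 5 µM, with a well cell count of 50 or more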;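 note: per-cell ratio of nuclear to cytoplasmic median beta-catenin stain intensity; plate controls were DMSO negative control for no effect and GSK-3 inhibitor IX positive control for full effect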
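assay system = human HeLa cells, endogenous beta-catenin | times = compound treatment 24 h, 37°C, 5% CO2 | detection = Anti-beta-catenin immunofluorescence on PFA-fixed, Triton-permeabilized cells, DAPI nuclei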
MT stabilize HCS: microtubule stabilizers in HeLa cells; HeLa tubulin immunostaining HCS, 24 h; share of cells brighter than vehicle mean+2SD; % tubulin-high responders, % at 10 µM; 200,000 compounds, 0.83% hits;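 active = plate Z-score above 3 for both tubulin-high and condensed-nucleus cell shares, with cell loss under 80%, at 10 µM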;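 note: anti alpha tubulin signal scored within the nucleus-defined area of each cell; some results filed as inactive read as strong as hits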
Dynein cargo inh: blocks dynein driven cargo transport along microtubules; 220,000 compounds, 0.47% hits; 3617.4 mouse cells, GR-EGFP nuclear translocation imaging; test concentration mostly 20 µM; stimulated with dexamethasone, 1 µM; stronger effect = lower value; z-score, hits read low;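 active = plate z-score of nuclear minus cytoplasmic receptor signal below a set negative limit, without overly bright fluorescence or cell loss, cut at about -3.5 in these data, passing the limit was not always enough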;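 note: z-score of nuclear minus cytoplasmic ring GR-EGFP intensity difference per well; some compounds called inactive have numbers as strong as hits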
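Buffer or medium: Induction medium lacking tetracycline, stripped serum | Also added: Dexamethasone agonist, 1.0 µM final, for 30 min | Timing: 48 h induction, 1 h compound, 30 min dex at 37 °C | Detection: Formaldehyde fixation, Hoechst nuclear stain, 10x automated fluorescence imaging | Measure: Nuclear versus cytoplasmic GR-EGFP signal, averaged per well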
Ins promoter up: MIN6 insulin promoter up-regulation. z-score at 5 µM. MIN6 insulin promoter-GFP reporter, high-content imaging; stronger effect = higher value. 190,000 compounds, 0.3% hits;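 active = z-score above 3 at 5 µM with at least 500 cells counted in the well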
human PMI inhibitors: human PMI inhibitors, high substrate, primary screen, biochemical, fluorescence intensity, high mannose 6-phosphate (AID 1220); recombinant PMI enzyme, coupled fluorescence intensity; higher % means a stronger effect; inhibition, % at 20 µM, or IC50 in µM where a hit was titrated; 190,000 compounds, 0.66% hits
Autophagy HCS: autophagy modulation, high-content screen. 190,000 compounds, 0.98% hits. AID 463193. MEF GFP-LC3 puncta imaging; test concentration mostly 10 µM. calls only at 10 µM (by protocol);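 active = percentage of spot-positive cells more than 3 SD above its plate mean, without a fluorescence outlier flag or 80% toxicity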;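 note: spot-positive cell cutoff set from DMSO-treated cells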
WT yeast gro inh mutant strain: further read-out of WT yeast gro inh, marked with its call; inhibition, %; mitochondrial fusion phenotypic screen, mutant strain inhibition
Dynein cargo inh cytoplasmic EGFP: further read-out of Dynein cargo inh, marked with its call; z-score; measured here: cytoplasmic GR-EGFP intensity; stronger effect = higher value
Dynein cargo inh nuclear GR-EGFP: second read-out of Dynein cargo inh, no call of its own (marks repeat the call); z-score; measured here: nuclear GR-EGFP intensity;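 lower value marks the stronger effect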
Dynein cargo inh cell count: second read-out of Dynein cargo inh, no call of its own (marks repeat the call); z-score; measured here: cell count per field
Ins promoter up cell count: also measured in Ins promoter up; calls as there; cell count; measured here: cytotoxicity, nuclei count;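 total cells summed across four imaged fields per well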
b-catenin transl cell count 5 µM: recorded beside b-catenin transl, whose call it bears; cell count; measured here: cell count, cytotoxicity flag
MT stabilize HCS Hoechst-high %: recorded beside MT stabilize HCS, whose call it bears; % Hoechst-high responders; measured here: nuclear condensation Hoechst responders;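 share of cells brighter than vehicle mean plus two SD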
MT stabilize HCS cytotoxicity %: second read-out of MT stabilize HCS, no call of its own (marks repeat the call); toxicity, %; measured here: cytotoxicity by cell density;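 0% = mean cell density of plate MIN control wells and 100% = no cells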
Autophagy HCS cell loss 18 h: further read-out of Autophagy HCS, marked with its call; toxicity, %; measured here: cell loss, nuclei count;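 cell loss after 18 h compound exposure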
An asterisk follows results filed as active; i = inactive; / = not tested or not shown. Cut-off read from the data, not from the text of the source, unless noted: active = inhibition above about 50%; inactive = the rest.

item	SMILES	Dynein cargo inh cell count	Dynein cargo inh cytoplasmic EGFP	b-catenin transl cell count 5 µM	MT stabilize HCS Hoechst-high %	WT yeast gro inh	MT stabilize HCS cytotoxicity %	Autophagy HCS cell loss 18 h	Autophagy HCS	Dynein cargo inh	human PMI inhibition	WT yeast gro inh mutant strain	Ins promoter up	b-catenin transl	Dynein cargo inh nuclear GR-EGFP	Yfh1-depleted yeast	human PMI inhibitors	Ins promoter up cell count	MT stabilize HCS
1	O=C(CSc1nc(-c2ccccc2)cc(C(F)(F)F)n1)N1CCOCC1	-1	-0.12	1111	1.0	-7	10	-16	i	1.8	17%	0	0.01	0.9	0.94	i	13%	1277	2.0
2	O=C(CNC(=O)c1ccc2c(c1)OCO2)N/N=C/c1cccc([N+](=O)[O-])c1	-0.34	-0.073	1104	0.5	-3	2.4	-12	i	0.04	-10%	-6	-0.08	-1.9	0.54	i	0%	1589	0.8
3	O=C(NC1CCN(Cc2ccccc2)CC1)c1ccc2c(c1)OCCCO2	-0.27	-0.26	1304	/	/	/	/	/	1	/	/	0.64	-0.8	0.44	i	/	1169	/
4	O=C(NCC(=O)N(c1ccccc1)C(C(=O)NC1CCCCC1)c1cccnc1)c1cccs1 (stereo unspecified)	0.12	-0.38	1484	1.1	-18	2.5	6	i	0.063	-3%	15	0.34	1.6	0.14	i	-4%	1295	0.9
5	O=c1[nH]c(CN2CCN(c3ccccc3O)CC2)nc2ccccc12	0.9	-0.015	1346	1.2	17	9.4	12	i	-2.2	12%	8	-0.12	-1.6	-1.2	i	32%	1327	2.4
6	S=C(NCCSCc1ccccc1Cl)Nc1ccccc1	0.15	-0.2	1051	2.1	67*	5.3	-33	i	-0.43	13%	39*	-0.76	-0.7	-0.33	i	13%	1801	3.5
7	CCOC(=O)N1CCN(c2nc3ccc(C(=O)c4ccccc4)cc3n3cnnc23)CC1	0.63	-0.18	1321	/	/	/	/	/	0.3	/	/	-0.55	-0.4	0.57	i	/	952	/
8	CC1(C(=O)NC2CCCCC2)CCC(=O)N1Cc1cccnc1 (stereo unspecified)	-1.4	0.63	1088	2.3	6	5.2	/	/	0.44	5%	1	0.44	-2.3	0.76	i	8%	2072	4.0
9	CN(C)c1nc(-c2cccnc2)nc(-c2ccc(Cl)cc2)c1C#N	-1.2	-0.26	1087	4.6	-8	4.1	-9	i	0.84	-24%	-3	0.69	-0.8	0.9	i	-6%	1048	6.6
10	COc1cc2c(cc1OC)C(c1cccc([N+](=O)[O-])c1)NC(=O)C2 (stereo unspecified)	-1.5	-0.16	1044	1.1	4	3.8	-18	i	1.5	4%	4	-0.09	-0.2	1.5	i	-3%	1540	2.8
11	COc1ccccc1C(=O)Nc1ccc(N2CCCCC2)cc1	-1.2	-0.21	/	1.3	3	6.5	-2	i	1	-4%	-14	0.14	/	0.45	i	-10%	767	2.3
12	CCCCOCCCNC(=O)c1ccc2c(c1)OCO2	0.52	-0.22	1076	1.4	4	8.4	14	i	-0.64	2%	5	-0.46	-8.3	-0.2	i	9%	1224	1.4
13	CC(=O)Nc1ccc(N2CCOCC2)c(Cl)c1	-0.18	-0.32	1514	1.8	-6	8.0	-19	i	-0.4	-2%	-13	-0.14	-1.0	-0.12	i	-10%	1404	3.0
14	Cn1c(Cn2cnc([N+](=O)[O-])n2)nnc1SCC(=O)Nc1cccc(Cl)c1	-0.87	-0.2	1006	1.6	-3	3.3	0	i	0.48	-1%	7	0.38	3.2	0.6	i	1%	786	1.6
15	COC(=O)/C(=N\Nc1ccc(Cl)cc1)Sc1nnc(-c2ccc(OC)cc2)n1C	-1.5	-0.11	985	3.5	-22	7.9	-2	i	0.065	8%	-8	/	-0.9	0.54	i	-3%	/	1.6
16	CCOc1ccc(-n2c(O)c(/C=N/c3ccnn3Cc3ccncc3)c3ccccc3c2=O)cc1	0.69	0.23	1025	1.5	-9	4.6	15	i	-0.9	-28%	-6	-0.7	8.0	-0.27	i	-15%	1223	3.3
17	CCCC(=O)Nc1ccc2oc(=O)ccc2c1	0.56	-0.31	1061	1.8	-2	2.1	13	i	-0.33	-11%	0	0.91	-0.8	-0.13	i	-6%	1143	2.3
18	CCOC(=O)c1ccc2nc(NC(NC(C)=O)(C(=O)OC)C(F)(F)F)sc2c1 (stereo unspecified)	0.85	1.8	1433	2.4	11	17	38	i	-0.96	2%	-2	-1.3	-1.5	-0.17	i	-6%	1428	3.4
19	CCc1nc(N2CCC3(CC2)OCCO3)c2nnn(Cc3ccccc3Cl)c2n1	-0.86	0.24	1321	1.8	5	12	0	i	-0.4	-4%	-1	1.3	-1.9	-0.022	i	-1%	1489	1.0
20	CCOC(=O)CNC(=O)c1cn(CC)c(=O)c2cc(OC)c(OC)cc12	0.51	-0.14	1023	0.7	-10	3.2	13	i	-0.82	20%	-8	1.1	-0.3	-0.13	i	8%	1326	5.7
21	CCOC(=O)COc1nc(OC)nc(N2CCOCC2)n1	0.66	-0.21	/	3.3	-7	9.0	-5	i	-0.73	15%	0	0.43	/	-0.11	i	10%	1297	2.2
22	CC#CC[N+](C)(C)CCCCCC	-1	-0.18	1372	/	/	/	/	/	1.5	/	/	0.33	0.1	0.55	i	/	1078	/
23	Cc1nnc(SCC(=O)Nc2ccccc2N2CCOCC2)s1	0.74	0.7	1008	1.7	-13	4.9	2	i	-0.0087	-10%	-5	0.25	1.4	0.52	i	-7%	1332	2.1
24	CC(C)CCn1nc(C(=O)OC(C)C(=O)NC(N)=O)c2ccccc2c1=O (stereo unspecified)	-0.55	-0.2	995	1.5	-5	7.2	15	i	1.9	0%	-3	0.06	-5.3	0.36	i	3%	1139	0.5
25	CC1(C)Cc2c(sc3ncn4nnnc4c23)CO1	/	/	1145	/	/	/	/	/	/	-3%	/	0.25	-0.4	/	/	-9%	1010	/

(listing goes on)
item	SMILES	Dynein cargo inh cell count	Dynein cargo inh cytoplasmic EGFP	b-catenin transl cell count 5 µM	MT stabilize HCS Hoechst-high %	WT yeast gro inh	MT stabilize HCS cytotoxicity %	Autophagy HCS cell loss 18 h	Autophagy HCS	Dynein cargo inh	human PMI inhibition	WT yeast gro inh mutant strain	Ins promoter up	b-catenin transl	Dynein cargo inh nuclear GR-EGFP	Yfh1-depleted yeast	human PMI inhibitors	Ins promoter up cell count	MT stabilize HCS
26	Cc1ccc(NC(=O)CSCC(=O)Nc2ncc3c(n2)CC(c2ccco2)CC3=O)cc1 (stereo unspecified)	0.2	-0.13	/	1.7	0	2.2	-4	i	-0.66	16%	7	-0.15	/	-0.95	i	8%	1296	3.2
27	CCOC(=O)C1=C(C)NC(=O)C(C(N)=O)C1c1ccccc1 (stereo unspecified)	0.78	-0.25	1030	0.8	3	0.4	12	i	0.94	12%	11	0.31	-3.0	0.19	/	12%	1224	1.3
28	CNC(=O)CS(=O)CC(=O)Nc1cc(OC(C)C)c(Cl)cc1Cl (stereo unspecified)	0.17	-0.23	918	1.9	0	3.2	18	i	0.63	8%	9	-0.94	3.8	0.24	i	4%	1435	3.4
29	CC(C)(O)C#Cc1ccc(C(=O)N2CCN(c3ccc([N+](=O)[O-])cc3)CC2)cc1	0.58	-0.36	1012	2.8	13	4.0	9	i	-0.73	-7%	16	-0.7	2.0	0.23	i	-4%	1051	4.7
30	Cc1cc(N2C(=O)C3C4C=CC(C4)C3C2=O)ccc1Br (stereo unspecified)	0.83	-0.25	1080	1.8	-1	4.0	-3	i	-0.11	10%	-16	/	-0.6	0.12	i	8%	/	4.1
31	O=C1/C(=C/c2cccnc2)CCc2c1[nH]c1ccccc21	0.8	-0.23	941	3.3	28	3.4	-17	i	-0.56	10%	30	0.08	-0.4	-0.31	i	17%	1419	4.2
32	C=CCn1c(CNC(=O)c2cccs2)nnc1SCc1ccc(Cl)cc1Cl	-2	0.78	1012	2.0	0	9.6	6	i	2.2	15%	8	1.1	-2.1	1.9	i	8%	1506	4.1
33	COc1cc(C(=O)NCCCN(C)C)ccc1OCC(=O)Nc1cccc(C(F)(F)F)c1	0.34	-0.22	991	2.0	-4	2.1	23	i	-1	-4%	2	-1.1	-1.2	-0.9	i	1%	1231	1.9
34	O=C(COC(=O)c1cc(Br)ccc1Cl)NC1CCCC1	0.01	-0.32	1101	3.2	7	6.7	14	i	0.3	3%	10	0.34	-1.0	0.66	i	4%	1242	4.2
35	NS(=O)(=O)c1ccc(CCNc2ncnc3c2c(-c2ccccc2)cn3-c2ccc(F)cc2)cc1	0.29	0.31	1199	1.4	36	14	2	i	-0.027	14%	3	-2.7	-4.2	-0.28	i	18%	551	0.9
36	CCN(c1ccccc1)S(=O)(=O)c1ccc(Cl)c(C(=O)NCCc2ccc(OC)cc2)c1	-0.93	-0.16	962	3.1	8	12	1	i	0.18	8%	-11	0.06	-0.3	0.19	i	11%	1407	1.7
37	Brc1ccc(-n2cccc2/C=N/n2cnnc2)cc1	0.017	0.21	1167	0.8	-3	8.0	0	i	0.41	13%	-20	/	-13	0.13	i	10%	/	1.3
38	Nn1c(Cc2cccc3ccccc23)nnc1SCc1c(Cl)cccc1Cl	0.76	-0.25	863	2.5	27	17	4	i	-0.28	22%	3	-0.22	0.3	-0.092	i	12%	1259	2.2
39	Oc1ccc(/C=N/NC(=S)Nc2cccnc2)cc1O	-0.8	-0.23	/	3.3	-9	10	-3	i	0.29	44%	-6	-0.01	/	-0.19	i	6%	1317	4.0
40	CCOc1ccc(OCCCN(C)C)cc1	0.47	0.0077	1110	1.2	-2	4.8	-16	i	-0.53	19%	-11	0.12	-1.1	-0.044	i	7%	765	1.8

Compounds as they come; any-hit rate near 5%.
